Screening results deposited in PubChem by National Center for Advancing Translational Sciences (NCATS).
AMA1 RON2 block: disrupts binding of P. falciparum AMA1 to RON2; AlphaScreen AMA1-biotinylated RON2 peptide binding; Potency, µM (titrated, usually from 58.2 µM), without a hit: top-dose activity change, negative = inhibition, actives largely listed as inhibitors; 360,000 tested, 0.2% active; AID 720542;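 note: 0% = vehicle wells and -100% = peptide control; nearly all actives have a fitted effect of over 45% in size; some results filed as inactive show a strong effect at the top dose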
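AMA1 (3D7) with his tag at 25 nM final met compounds first, then biotinylated RON2 peptide at 25 nM; detection used donor plus acceptor beads, 10 µg/mL apiece, read by AlphaScreen after 30 min at room temperature.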
TbPYK inhibitor: inhibitors of Trypanosoma brucei pyruvate kinase; Q57TT1; TbPYK enzyme, Kinase-Glo Plus ATP luminescence, 45 min; Potency, µM (series often up to 76.8 µM), without a hit: top-dose activity, negative = inhibition, actives largely listed as inhibitors; 410,000 tested, 0.12% active; note: nearly all actives have a fitted effect of over 50% in size
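Screened from lowest to highest concentration, compounds were pinned into TbPYK/substrate mixtures, and ADP (130 uM final) was added. Plates sat at room temperature for 45 min prior to Kinase-Glo Plus detection by luminescence.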
* hit, by the source's call; ? = inconclusive; & = joins results of further samples; [ ] = another dose, or the depositor's remark. Calls come from the whole dose curve; as a rule, active = well fitted curve in the direction sought with a large enough effect; inconclusive = small, poorly fitted or top-dose-only effect, or another doubt; inactive = no such curve, though single readings can be large; an effect the other way counts as inactive or inconclusive. Unless noted, % is set by controls: 0 for no effect and ±100 for the full control effect; potency is the fitted concentration of half-maximal effect. These rows are one share of the data; rates above refer to the full screens.

Values run as follows: AMA1 RON2 block | TbPYK inhibitor
COC(=O)[C@@]12CCCN1[C@H](c1ccc(-c3ccc(Cl)c(Cl)c3)c(OC)c1)[C@H]1C(=O)N(C)C(=O)[C@H]12
  -15% | 2%
S=C(c1ccccc1)N1CCN(c2ccccc2)CC1
  ? | -20%
CC1(C)CC(C(=O)Nc2ccccc2)C(=O)O1 (stereo not given)
  5% | -1%
Nc1cc(=O)nc2cn[nH]n12
  -7% | -7%
O=C(Nc1cccc2ccccc12)c1csc(COCCO)n1
  6% | 0%
COc1ccc(CNC(=O)Cn2cc([N+](=O)[O-])cn2)cc1
  4% | 3%
COCCNc1oc(-c2ccccc2Cl)nc1S(=O)(=O)c1ccc(C)cc1
  -8% | -10%
C(=C\c1ccccc1)/CN1CCN(C(c2cc3ccccc3o2)c2nnnn2-c2ccc3c(c2)OCCO3)CC1 (stereo not given)
  -25% | 3%
C[C@H](CO)N1C[C@H](C)[C@H](CN(C)S(=O)(=O)c2ccccc2F)OCc2cnnn2CCCC1=O
  -2% | -1%
CCOC(=O)C1CCCN(C(=O)COc2ccc(C(C)(C)C)cc2)CC1 (stereo not given)
  -4% | -11%

Following part.
Values run as follows: AMA1 RON2 block | TbPYK inhibitor
CCN(CC(=O)NCc1cccs1)C(=O)/C=C/c1ccc(F)cc1
  -10% | 1%
CCC(CCc1ccccn1)C(=O)c1ccccc1 (stereo not given)
  -4% | -8%
CC(NC(=O)COC(=O)c1ccc(N2CCCC2=O)cc1)c1ccc(F)cc1 (stereo not given)
  -4% | 0%
CNC(=O)C[C@H]1C(=O)N(c2ccccc2)C[C@@H]1C
  6% | 4%
CCOc1ccc(S(=O)(=O)Nc2cccc(C(=O)N(C)CC(=O)Nc3ccc(OC)cc3)c2)cc1
  -5%[11.6 µM] | -4%
O=C(COC(=O)c1cc[n+]([O-])cc1)Nc1ccc(Cl)c(C(F)(F)F)c1
  0% | 0%
COCCNC(=O)C1CCCN(C(=O)c2csc3ccccc23)CC1 (stereo not given)
  8% | 0%
CC(Oc1ccc(Cl)cc1)C(=O)Nc1ccccc1N1CCOCC1 (stereo not given)
  -20% | 5%
Cc1ccc(F)c(C(=O)N2CCCC(C)(C(=O)NS(=O)(=O)C3CC3)C2)c1F (stereo not given)
  1% | -11%
CCOc1ncccc1C(=O)Nc1ccc(S(=O)(=O)N2CC(C)CC(C)C2)cc1 (stereo not given)
  -2% | 2%

The list goes on.
Values run as follows: AMA1 RON2 block | TbPYK inhibitor
Cc1cc(C)c(C(=O)NCC(=O)c2ccccc2)c(C)c1
  -1% | -1%
CCc1nc2ccc(C(=O)NCCOc3ccc(OC)cc3)cn2c1N(C)Cc1ccc(OC)cc1
  -13% | 1%
O=C(O)/C=C\C(=O)Nc1ccccc1C(=O)N1CCC(O)(c2ccc(Cl)cc2)CC1
  -3% | -20%
Oc1ccc(Cc2ccccc2)c2cccnc12
  18% | 3%
Nc1nc2c(nnn2Cc2ccc(Cl)c(Cl)c2)c(=O)[nH]1
  -12% | 2%
Cc1ccc(C(=O)OCC(=O)Nc2cccc(S(=O)(=O)N3CCCCC3)c2)s1
  0% | -10%
O=CNc1cc(-c2ccsc2)cn2c(-c3ccccc3)cnc12
  5% | -6%
COC1OC(c2ccccc2)=C(c2ccc(C(N)=O)cc2)c2ccc(F)cc21 (stereo not given)
  -3% | 1%
COc1cc(C(=O)N2CCCCC2c2cc(C(=O)Nc3ccccc3)no2)cc(OC)c1C (stereo not given)
  -8% | 3%
C[C@@H]1CN([C@H](C)CO)C(=O)c2cc(Br)cnc2O[C@@H]1CN(C)C(=O)Nc1cccc(F)c1
  0% | 12%

(listing goes on)
Values run as follows: AMA1 RON2 block | TbPYK inhibitor
CC1(C(=O)NS(=O)(=O)Cc2ccccc2C(F)(F)F)CCN1C(=O)c1cccc(F)c1 (stereo not given)
  3% | -1%
CCOC(=O)c1c(C)[nH]c(C)c1C(=O)COC(=O)/C=C/c1ccccc1[N+](=O)[O-]
  -6% | -17%
CC#CC(=O)N1CCC(n2nccc2NC(=O)CCc2ccccc2)CC1
  8% | 1%
O=C(NCc1ccccc1)C1c2ccccc2OCC(=O)N1CC(F)(F)F (stereo not given)
  13% | -4%
CCCCCC(=O)N1C[C@H](n2cc(COC(=O)c3ccccc3)nn2)[C@@H](O)C[C@@H]1c1ccc(C)cc1
  -2% | -9%
CCCCNC(=O)C(C)N(CCN(C)C)C(=O)CCCN1C(=O)NC(c2ccc(Cl)cc2)C(C(=O)OCc2ccccc2)=C1C (stereo not given)
  10% | 6%
CC1(C)N=C(N)N=C(N)N1c1ccc(CCCCc2ccccc2)cc1
  -3% | 0%
CC(=O)C1=C(O)C(=O)N(CCN2CCOCC2)C1c1ccc(N(C)C)cc1 (stereo not given)
  -27% | 5%
COc1ccc(OC)c(CN2CCN(S(=O)(=O)c3ccccc3)CC2)c1
  -29% | 26%&0%
Cc1ccc(CN(C)C[C@@H]2OCc3cnnn3CCCC(=O)N([C@H](C)CO)C[C@H]2C)cc1
  13% | -5%

More entries
Values run as follows: AMA1 RON2 block | TbPYK inhibitor
C[C@@H]1CN([C@H](C)CO)C(=O)c2cc(-c3ccc(C(=O)N(C)C)cc3)cnc2O[C@@H]1CN(C)C(=O)c1cccnc1
  15% | -17%
Cc1ccc(Cc2c(-c3ccccc3)nc3c4ccccc4ccn23)cc1
  -7% | 4%
CCCc1nc2ccccc2c(C(=O)OCC(=O)NC2CC2)c1CC
  -7% | -7%
CN(C(=O)c1cccc(NC(=O)Cc2ccc(NC(=O)C3CCN(C(=O)CCc4ccccc4)CC3)cc2)c1)C1CCCCC1
  -11% | 1%
COc1ccc(CCNC(=O)COC(=O)Cc2c[nH]c3ccccc23)cc1OC
  3% | 2%
COCc1c(C(=O)NCC(c2ccco2)N2CCCC2)oc2ccccc12 (stereo not given)
  2% | 4%
CCCCNC(=O)c1nc(C2CCN(S(=O)(=O)c3cccc(C(F)(F)F)c3)CC2)oc1-c1ccccc1
  11% | -4%
CC(=O)c1ccc(NC(=O)C(C)OC(=O)c2ccc(NS(=O)(=O)c3ccc4[nH]c(=O)[nH]c4c3)cc2)cc1 (stereo not given)
  -6% | -5%
NC(=O)c1ccc(NC(=O)COC(=O)CC2CC3CCC2C3)cc1 (stereo not given)
  -7% | 0%
C[C@@H]1CN(S(=O)C(C)(C)C)[C@H](CCO)/C1=C\CCO (stereo not given in full)
  1% | -13%

Additional structures follow.
Values run as follows: AMA1 RON2 block | TbPYK inhibitor
COc1cc(C(=O)N2CCN(C3=NS(=O)(=O)c4ccccc43)CC2)cc(OC)c1OC
  23% | -6%
CCC(CO)Oc1cc(NC(=O)c2ccccc2F)c2ncn(C(C)C)c2c1 (stereo not given)
  27% | 4%
CN(CC(=O)Nc1ccccc1Cl)C(=O)CN1C(=O)C2CC=CCC2C1=O (stereo not given)
  0% | 0%
COc1cccc(C(N)=O)c1
  6% | -1%
CCN(CC(=O)NCc1cccs1)C(=O)c1ccc(N(C)S(=O)(=O)c2ccc(C)cc2)cc1
  2% | 6%
C[C@H](CO)N1C[C@H](C)[C@H](CN(C)C(=O)NC2CCCCC2)Oc2ncc(Br)cc2C1=O
  -19% | 2%
CCCC(=O)N1CCCC1(C)C(=O)Nc1ccc(-n2cccc2)cc1 (stereo not given)
  8% | -7%
COc1ccc(C=NNc2ccc([N+](=O)[O-])cn2)cc1
  10% | 3%
Cc1ccc(OCCC(=O)OCC(=O)NC2CCCC(C)C2C)cc1 (stereo not given)
  8% | 1%
Cc1ccc(NC(=O)CCc2ccccc2)cc1C
  -1% | -1%

Part of the list above in order of length of the SMILES, rising:
Values run as follows: AMA1 RON2 block | TbPYK inhibitor
Cc1ccc(NC(=O)CCc2ccccc2)cc1C
  -1% | -1%
Cc1ccc(OCCC(=O)OCC(=O)NC2CCCC(C)C2C)cc1 (stereo not given)
  8% | 1%
CCCC(=O)N1CCCC1(C)C(=O)Nc1ccc(-n2cccc2)cc1 (stereo not given)
  8% | -7%
CCC(CO)Oc1cc(NC(=O)c2ccccc2F)c2ncn(C(C)C)c2c1 (stereo not given)
  27% | 4%
COc1cc(C(=O)N2CCN(C3=NS(=O)(=O)c4ccccc43)CC2)cc(OC)c1OC
  23% | -6%
CCN(CC(=O)NCc1cccs1)C(=O)c1ccc(N(C)S(=O)(=O)c2ccc(C)cc2)cc1
  2% | 6%

Carrying on:
| structure | AMA1 RON2 block | TbPYK inhibitor |
| --- | --- | --- |
| COc1ccccc1NC(=O)N(C)C[C@H]1OCc2cnnn2CCCC(=O)N([C@@H](C)CO)C[C@H]1C | 8% | 4% |
| O=C(Nc1ccccc1)c1nc[nH]c1C(=O)NCCNC(=O)c1[nH]cnc1C(=O)Nc1ccccc1 | 99%[activator] | 0% |
| CC(=O)c1ccc(NC(=O)COC(=O)CC2CC3CCC2C3)cc1 (stereo not given) | -4% | 4% |
| CCCCCNc1ncnc2c(C)[nH]nc12 | 9% | 0% |
| Nc1nc(=O)n(C2CCCCO2)cc1Br (stereo not given) | 13% | 3% |
| CC1=CC(=O)C2(C)C(C)=C(C)C12C (stereo not given) | -3% | -1% |
| O=C(c1cc(Cl)cc(Cl)c1)N1CCC2CC1c1cc(-c3ccc4c(c3)OCO4)ccc12 (stereo not given) | -5% | 2% |
| OCCCNc1ncnc2c1ncn2[C@H]1CN(Cc2ccncc2)C[C@@H](CO)O1 | 31%[activator] | 8% |
| CSC(=S)NN=C(C)c1cccc(C)n1 | -14% | -14% |
| COc1ccc(CNC(=O)COC(=O)c2ccc(S(=O)(=O)NCc3ccco3)cc2)cc1 | 2% | -8% |
| C[C@H](CO)N1C[C@H](C)[C@@H](CN(C)S(=O)(=O)c2ccc(-c3ccccc3)cc2)OCc2cn(nn2)CCCC1=O | -7% | 5% |
| CCc1ccc(C2CC(c3ccc(C)cc3)n3nc(N)nc3N2)cc1 (stereo not given) | 8% | -5% |
| CC(=O)c1cccc(-c2cnc3c(NC=O)cc(-c4ccc(N(C)C)cc4)cn23)c1 | -2% | -2% |
| Cc1ccc(-c2nc3ccc(Br)cn3c2Cc2cccc(F)c2)cc1 | -5% | 3% |
| O=C1NC[C@H](c2ccccc2)OC(=O)[C@H](Cc2ccc(F)cc2)C/C=C\C[C@@H]1CC(=O)N(CCO)Cc1ccccc1 | 11% | -2% |
| CC1=C(C(=O)N2CCOCC2)CC(CC(=O)NCc2ccco2)C(=O)N1CCC1=CCCCC1 (stereo not given) | -1% | -4% |
| O=C(CCCCC(=O)NN=Cc1ccc2c(c1)CCC2)NN=Cc1ccc2c(c1)CCC2 | 43%[activator] | -1% |
| CC(C#N)OC(=O)c1cccnc1SCC(=O)Nc1ccc2c(c1)OCO2 (stereo not given) | 6% | -4% |
| CCc1nc2c(OCc3cc(Cl)cc(Cl)c3)cccn2c1N(C)C(=O)c1ccc(OC)cc1 | -25% | 2% |
| COc1cccc(-c2cc(NC(C)=O)c3ncc(-c4ccc(OC)c(OC)c4)n3c2)c1 | 11% | -4% |
| O=C(O)C1Oc2ccccc2C1c1ccccc1 (stereo not given) | 5% | 0% |
| O=Cc1ccc(C(=O)OCC(=O)NCc2ccco2)cc1 | 9% | 0% |
| COc1ccc(CC(N)c2csc(NC(=O)Nc3ccc(F)cc3)n2)cc1 (stereo not given) | 77%[activator] | 2% |
| CC(C)=CCC/C(C)=C/CNC(=O)C[C@H]1C[C@H](C(=O)N2CCOCC2)[C@@]2(C)c3[nH]c4ccc(Cl)cc4c3CCN2C1=O | -4% | 1% |
| Cc1ccc([C@H]2C[C@H](O)[C@@H](n3cc(-c4ccc(F)cc4)nn3)CN2C(=O)c2cccs2)cc1 | -4% | 0% |

Later entries:
| structure | AMA1 RON2 block | TbPYK inhibitor |
| --- | --- | --- |
| CC(=O)NCCNc1nc(NCc2ccccc2)nc2ccsc12 | 5% | -6% |
| C[C@@H]1CN([C@H](C)CO)C(=O)c2cc(Br)cnc2O[C@@H]1CN(C)C(=O)NC1CCCC1 | 7% | 2% |
| O=C(NC1CC1)C1=C[C@H](c2ccc(C(F)(F)F)cc2)C[C@H](OCCCCO)O1 | 19% | 5% |
| CCCCN1C[C@H](Cc2ccccc2)[C@@H](CC(=O)NC)C1=O | -3% | 4% |
| CC1CCN(S(=O)(=O)N2CCC(C(=O)NCc3ccc(F)cc3Cl)CC2)CC1 | -2% | 4% |
| COc1cc2sc(-c3ccc(S(C)(=O)=O)cc3)c(C#CCO)c2cc1OC | -3% | -5% |
| CCN(C[C@H]1N[C@@](CC)(C(=O)OC)[C@H]2C(=O)N(C)C(=O)[C@@H]12)S(=O)(=O)c1ccccc1 | 14% | 3% |
| COc1ccc2noc3c2c1C(=O)c1ccccc1-3 | ? | ? |
| CCc1nc2ccc(C(=O)NCCCn3ccnc3)cn2c1N(C)Cc1ccc(N(C)C)cc1 | ? | -2% |
| O=C(O)c1cc(S(=O)(=O)NCCCN2CCCC2=O)ccc1Cl | 1% | -3% |
| Cc1c(C(=O)OCC(=O)NCC2CCCO2)oc2ccccc12 (stereo not given) | 0% | -7% |
| COc1cccc(-c2cnc(C(O)c3ccc(F)c(C)c3)[nH]2)c1 (stereo not given) | -15% | -1% |
| O=C(OCc1ccccc1)N1CCC2CC1c1cc(N3CCN(C(=S)NCCc4ccccc4)CC3)ccc12 (stereo not given) | -20% | 6% |
| O=C(O)c1cccc(NC(=O)c2ccccc2)c1 | 2% | -2% |
| O=C(Nc1ccc(S(=O)(=O)Nc2nccs2)cc1)C(F)(F)F | 10% | -5% |
